Screening data (PubChem)
PAX8 reporter: PAX8 transcriptional activity inhibition | RMG-I TPO-luciferase reporter, SteadyGlo, 24 h | AID 652154 | inhibition, % at 12.6 µM | actives 1.2% (n = 360,000);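 active = mean replicate inhibition at least 60% with every replicate also reaching 60%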;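 also: luciferase light reporting Pax8 driven TPO promoter activity; plate controls were median of neutral control wells for no effect and mitoxantrone controls for full effect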
FN deposition inh: fibronectin deposition inhibition; AH1F fibroblasts, Alexa488-fibronectin deposition fluorescence, overnight; inhibition, % at 12.6 µM; actives 0.086% (n = 350,000);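 active = mean inhibition across replicates of 30% or more, regardless of how many single replicates reach that level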;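 also: positive control wells lacked labelled fibronectin entirely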
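Assay system: AH1F fibroblasts / Quantity: 10000 cells per well / Medium: DMEM plus 2% serum, read in PBS / Reagent: labelled fibronectin 24 nM / Dosing: single dose, pinned / Times: 1 h cell attachment, overnight exposure to compound and label / Signal: fluorescence, ex 485 nm, em 525 nm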
Cneo AK release: causes C. neoformans cell lysis; lysis activity, % at 15 µM; adenylate kinase release luminescence, 4 h; normalised: neutral wells 0, clomiphene wells 100; AID 651654; actives 0.2% (n = 360,000);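 active = mean lysis activity across replicates of at least 80%, whatever share of replicates individually reach that level; inactive = mean lysis activity below 80%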
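Test system: log-phase Cryptococcus neoformans yeast cells; Quantity: yeast cell density of 5 × 10^6 cells/mL; Buffer or medium: YPD; Doses: single compound concentration per well; Timing: 4 h at 37 °C static, read 1 h later; Measured by: AK luminescence; Read-out basis: lysis from increased AK signal; Control set: Clomiphene as positive control.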
miR-122 sensor: blocks miR-122 activity in Huh7 sensor cells | AID 602342 | Huh7 miR-122 Renilla luciferase sensor, 48 h; neutral wells = 0, positive control = 100 | activation (reporter increase), % at 12.5 µM | actives 0.3% (n = 340,000);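 active = mean replicate activation score at least 90 and every replicate individually at or above 90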;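 also: higher luciferase means less miR-122 activity so hits act as miR-122 inhibitors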
LGR2 inh: inhibitors of bursicon-induced Drosophila LGR2 receptor cAMP signaling; HEK293 LGR2, CRE-luciferase, bursicon-stimulated, 4 h; inhibition, % at 9.99 µM; actives 0.35% (n = 380,000); AID 720647;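 active = drop in luminescence signal, shown as inhibition above about 50% in the replicate tests, limit read from the data, passing the limit was not always enough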;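 also: agonist challenge used bursicon conditioned medium at about half maximal strength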
PGC1a acetyl inh: modulators of PGC1a acetylation | U2OS PGC1a acetylation, AlphaScreen anti-acetyl-lysine; with virally co-expressed GCN5 acetyltransferase | inhibition, % at 15.6 µM | actives 0.17% (n = 350,000) | AID 651687;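 active = every replicate shows inhibition of at least 40%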;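 also: 0% = neutral control wells and 100% = positive control wells; some results beyond the cut were filed as inactive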
EWS-Fli inh: inhibitors of EWS/Fli oncoprotein transcriptional activity; A673 NR0B1-luciferase reporter, viability-normalised; inhibition, % at 12.6 µM; actives 0.67% (n = 350,000);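 active = mean inhibition of at least 50% after viability correction, with every replicate also passing that limit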;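 also: firefly luciferase signal divided by Alamar Blue viability fluorescence both relative to DMSO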
CASP6 VEID inh: blocks human caspase-6 cleavage activity. purified caspase-6, Z-VEID-R110 cleavage fluorescence. actives 0.53% (n = 350,000). inhibition, % at 12.5 µM. P55212;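 active = mean inhibition across replicates at least about 35%, with every replicate also reaching that limit, limit read from the data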;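 also: 0% = median of neutral control wells and 100% = no fluorescence left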
Target sequence (P55212 24-179 limits assumed): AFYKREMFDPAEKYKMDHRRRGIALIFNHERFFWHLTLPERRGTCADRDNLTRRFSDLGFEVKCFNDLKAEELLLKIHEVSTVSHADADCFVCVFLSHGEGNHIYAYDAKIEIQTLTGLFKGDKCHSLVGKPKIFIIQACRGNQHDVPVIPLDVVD
Target sequence (P55212 194-293 limits assumed): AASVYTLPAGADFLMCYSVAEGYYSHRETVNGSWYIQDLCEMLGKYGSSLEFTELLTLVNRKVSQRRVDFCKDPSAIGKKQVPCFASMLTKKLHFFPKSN
* = called active by the depositor; nt = not tested or not shown; [ ] = remark or other dose. Compounds as they come; about 2.5% have a hit in one of these screens.

molecule	PAX8 reporter	FN deposition inh	Cneo AK release	miR-122 sensor	LGR2 inh	PGC1a acetyl inh	EWS-Fli inh	CASP6 VEID inh
CCCN1[C@@H]2c3ccc(-c4ccc(F)cc4)c(=O)n3C[C@H]1[C@H](CO)[C@H]2C(=O)NCCc1cn(C)cn1	-4	nt	-1	2[16.7 µM]	-9	3	-2	0
C/C(=N\Nc1nc(N2CCOCC2)nc(N2CCOCC2)n1)c1cccc([N+](=O)[O-])c1	-4	-1	nt	nt	7	1	4	0
O=C(c1cccnc1)N1CCN(c2ccc(Cl)cc2)CC1	nt	nt	0	-2	-19	-9	nt	nt
C=CCN(c1ccccc1)S(=O)(=O)c1cccc(C(=O)NCC(c2ccc(F)cc2)N2CCOCC2)c1 (configuration not stated)	7	0	-4	nt	5	nt	16	-169
CN(CC(=O)NCC1CCCO1)S(=O)(=O)c1ccc(Br)cc1 (configuration not stated)	nt	-11	-4	-4	-7	nt	nt	2
O=C(NC(Cc1c[nH]c2ccccc12)C(=O)N/N=C/c1ccc(Cl)cc1)c1cccs1 (configuration not stated)	5	3	nt	nt	-8	9	-4	2
Cc1ccc(NC(=O)COc2cccc(-n3cnnn3)c2)cc1S(=O)(=O)N1CCOCC1	24	4	1	-12	3	-2	2	-1
O=C(C[C@H]1CC[C@H]2[C@@H](COC[C@@H](O)CN2CC2CCOCC2)O1)NCC1CC1	-4	-2	1	-2[16.7 µM]	16	12	-2	1
COC(=O)C[C@H]1CC[C@@H]2[C@@H](COc3ccc(NC(=O)Nc4cccc(C)c4)cc3C(=O)N2C)O1	12	-6	-2	-15[16.7 µM]	11	-10	-28	3
COc1ccc(S(=O)(=O)Nc2ccc3c(c2)C(=O)N([C@@H](C)CO)C[C@@H](C)[C@@H](CN(C)S(=O)(=O)c2cn(C)cn2)OCCCC[C@H](C)O3)cc1	1	nt	51	32[16.7 µM]	36	1	2	0
CC(C)N1CC(C(=O)Nc2ccc(Cl)c(Cl)c2)CC1=O (configuration not stated)	-10	4	-6	-1	-1	4	1	2
O=C(C[C@H]1C=C[C@@H](NC(=O)Nc2cc(F)ccc2F)[C@@H](CO)O1)NCc1ccncn1	-3	-8	2	nt	-1	10	2	1
CCCN(CC(=O)Nc1ccccc1C)C(=O)CSc1ccccc1C	10	-1	0	nt	-2	nt	-6	-67
COC(=O)c1c(CSc2ccc(C)c(C)c2)noc1C(=O)NCc1ccc(OC)cc1	-7	1	1	-1	22	-5	5	-1
C[C@H]1CN([C@@H](C)CO)C(=O)c2cc(/C=C/c3ccccc3)cnc2O[C@@H]1CN(C)C(=O)c1cnccn1	nt	-27	-7	-8[16.7 µM]	-9	-1	-3	1
O=C(Cn1ncc2c3ccccc3n(Cc3ccccc3)c2c1=O)NCc1ccccn1	27	-3	1	-1	-15	-3	-3	-1
CC(C)OC(=O)c1cc2c(=O)[nH]c(C(Cl)(Cl)Cl)nc2o1	4	2	nt	nt	11	nt	10	7
Cc1cccc(NC(=O)c2cc(Cl)nc3ccccc23)n1	14	4	nt	nt	-2	nt	-6	0
COc1ccc(/C=N/NC(=O)c2cccnc2)cc1CN1CCc2cc(OC)c(OC)cc2C1C (configuration not stated)	13	-3	nt	nt	6	6	12	-14
COc1ccccc1C(=O)Oc1ccc2ccc(=O)oc2c1	17	-5	-8	-2	0	nt	5	-4

Three compounds already listed, sorted by the number in CASP6 VEID inh, falling:
SMILES	CASP6 VEID inh
CC(C)N1CC(C(=O)Nc2ccc(Cl)c(Cl)c2)CC1=O (configuration not stated)	2
COc1ccc(/C=N/NC(=O)c2cccnc2)cc1CN1CCc2cc(OC)c(OC)cc2C1C (configuration not stated)	-14
CCCN(CC(=O)Nc1ccccc1C)C(=O)CSc1ccccc1C	-67

The main list resumes with the 2 entries that preceded the break.
molecule	PAX8 reporter	FN deposition inh	Cneo AK release	miR-122 sensor	LGR2 inh	PGC1a acetyl inh	EWS-Fli inh	CASP6 VEID inh
COc1ccc(/C=N/NC(=O)c2cccnc2)cc1CN1CCc2cc(OC)c(OC)cc2C1C (configuration not stated)	13	-3	nt	nt	6	6	12	-14
COc1ccccc1C(=O)Oc1ccc2ccc(=O)oc2c1	17	-5	-8	-2	0	nt	5	-4
CCOC(=O)C1CCN(C(=O)Cc2ccc(C)cc2)CC1	9	0	-1	-4	nt	43	nt	nt
C=C1CCN(c2ccc(C(=O)NCc3ccc(OC)cc3)cc2[N+](=O)[O-])CC1	4	12	1	-3	1	-32	-6	0
COCCCNC(=O)[C@@]1(C)c2ccccc2C(=O)N(Cc2cc(F)cc(C(F)(F)F)c2)[C@H]1c1ccc(CO)cc1	2	nt	-4	nt	nt	0	5	1
CC(C)C#Cc1ccc2c(c1)O[C@@H](CN(C)S(=O)(=O)c1cn(C)cn1)[C@H](C)CN([C@@H](C)CO)S2(=O)=O	-36	0	5	43[16.7 µM]	12	-3	8	-7
CCOc1ccc(N2C(=O)C(CC(=O)Nc3ccc(F)cc3)N(Cc3ccccn3)C2=S)cc1 (configuration not stated)	1	-3	nt	nt	11	-6	2	3
Cc1ccc(NC(=O)Cn2ccsc2=N)cc1S(=O)(=O)N(C)C	2	3	nt	nt	-5	2	-8	1
CCOC(=O)C1(CCOC)CCN(CC(C)Cc2ccc3c(c2)OCO3)CC1 (configuration not stated)	23	0	0	1	-1	-4	-10	-1
COc1ccc(NC(=O)Nc2ccc3c(c2)C(=O)N([C@H](C)CO)C[C@@H](C)[C@H](CN(C)C(=O)c2ccccc2)OCCCC[C@@H](C)O3)cc1	8	nt	1	-8[16.7 µM]	-28	12	9	1
C[C@H](O)C#Cc1cnc2c(c1)C(=O)N([C@@H](C)CO)C[C@H](C)[C@@H](CN(C)Cc1ccccn1)O2	nt	nt	-3	4[16.7 µM]	6	21	0	-4
O=C(CN1C2CCC1CC(NC(=O)C1CC1)C2)NCc1ccccc1 (configuration not stated)	1	-10	1	-9	nt	12	nt	nt

(next part)
Screens by letter – A = PAX8 reporter; B = FN deposition inh; C = Cneo AK release; D = miR-122 sensor; E = LGR2 inh; F = PGC1a acetyl inh; G = EWS-Fli inh; H = CASP6 VEID inh
SMILES: NC(=O)CCC(NS(=O)(=O)c1ccc(Cl)cc1)C(=O)NCc1ccccc1 (configuration not stated)
  A = 14; B = 0; C = nt; D = nt; E = 6; F = nt; G = nt; H = 4

SMILES: CCn1cc(C(=O)NCc2ccco2)c(=O)c2cc(S(=O)(=O)N3CCC(C)CC3)ccc21
  A = 15; B = -3; C = -3; D = 4; E = nt; F = -6; G = nt; H = nt

SMILES: O=C(NC1CCCC1)C1CCN(C(=O)c2cccc(Cl)c2)CC1
  A = 15; B = 4; C = -4; D = -4; E = 12; F = nt; G = 3; H = -2

SMILES: CC(C)CC#Cc1cnc2c(c1)C(=O)N([C@H](C)CO)C[C@@H](C)[C@H](CN(C)C(=O)Cc1ccccc1)O2
  A = 1; B = -3; C = -3; D = -6[16.7 µM]; E = -16; F = 5; G = 10; H = 1

SMILES: COc1ccc(CNC(=O)C[C@H]2C=C[C@@H](NS(=O)(=O)c3cccc(OC)c3)[C@H](CO)O2)cc1
  A = nt; B = nt; C = -5; D = nt; E = -1; F = 3; G = -2; H = 0

SMILES: CCCCN(C(=O)c1ccccc1F)c1c(N)n(CCC)c(=O)[nH]c1=O
  A = -11; B = -6; C = 1; D = -3; E = 4; F = 1; G = -8; H = 0

SMILES: CCN(CC)C(=O)Oc1nnc(SC(C)C)n1-c1ccc(Cl)c(Cl)c1
  A = 21; B = 0; C = 2; D = 2; E = -1; F = nt; G = 12; H = 0

SMILES: CN(Cc1cccnc1)C(=O)c1ccc(Cl)c(NS(=O)(=O)c2ccc(F)cc2)c1
  A = -3; B = 8; C = 2; D = nt; E = 9; F = nt; G = -4; H = 0

SMILES: CC(=O)OC(C(=O)NC1CCCCC1)c1ccccc1Cl (configuration not stated)
  A = 1; B = nt; C = nt; D = nt; E = 11; F = -5; G = 12; H = -3

SMILES: CCCCCC(=O)N1C[C@H](n2cc(COC(=O)c3ccccc3)nn2)[C@@H](O)C[C@@H]1c1ccccc1
  A = -5; B = -3; C = -1; D = -3; E = -5; F = -9; G = -4; H = -2

SMILES: CN(C(=O)c1cccc(NC(=O)Cc2ccc(NC(=O)C3CCCN(C(=O)C4CCCCC4)C3)cc2)c1)C1CC1 (configuration not stated)
  A = 0; B = 6; C = 2; D = 1; E = -23; F = 0; G = -1; H = nt

SMILES: Cc1ccccc1S(=O)(=O)N1[C@H](CO)[C@@H](c2ccccc2)[C@@H]1C#N
  A = -5; B = -2; C = 1; D = nt; E = 2; F = -14; G = -4; H = 0

SMILES: Cn1c(SCC(=O)NCCc2ccccc2)nc2c([nH]c3ccccc32)c1=O
  A = 21; B = nt; C = nt; D = nt; E = -5; F = nt; G = 13; H = 5

SMILES: CC(=O)Nc1ccc2c(c1)C(=O)N(C)[C@@H]1CC[C@@H](CC(=O)NCCCN3CCOCC3)O[C@H]1CO2
  A = -4; B = -9; C = nt; D = 17[16.7 µM]; E = 7; F = 2; G = 2; H = nt

SMILES: Cc1ccc2c(C)c(C(=O)NCc3ccc(S(N)(=O)=O)cc3)oc2c1C
  A = -13; B = -9; C = nt; D = nt; E = 10; F = 3; G = 6; H = 2

Reprinted at random: three entries already listed, in no set order.
Screens by letter – A = PAX8 reporter; B = FN deposition inh; C = Cneo AK release; D = miR-122 sensor; E = LGR2 inh; F = PGC1a acetyl inh; G = EWS-Fli inh; H = CASP6 VEID inh
SMILES: CC(C)CC#Cc1cnc2c(c1)C(=O)N([C@H](C)CO)C[C@@H](C)[C@H](CN(C)C(=O)Cc1ccccc1)O2
  A = 1; B = -3; C = -3; D = -6[16.7 µM]; E = -16; F = 5; G = 10; H = 1

SMILES: O=C(NC1CCCC1)C1CCN(C(=O)c2cccc(Cl)c2)CC1
  A = 15; B = 4; C = -4; D = -4; E = 12; F = nt; G = 3; H = -2

SMILES: CN(C(=O)c1cccc(NC(=O)Cc2ccc(NC(=O)C3CCCN(C(=O)C4CCCCC4)C3)cc2)c1)C1CC1 (configuration not stated)
  A = 0; B = 6; C = 2; D = 1; E = -23; F = 0; G = -1; H = nt

(cont.)
Screens by letter – A = PAX8 reporter; B = FN deposition inh; C = Cneo AK release; D = miR-122 sensor; E = LGR2 inh; F = PGC1a acetyl inh; G = EWS-Fli inh; H = CASP6 VEID inh
SMILES: O=C(C[n+]1cccc2ccccc21)c1ccc(Cl)cc1
  A = 33; B = 0; C = 0; D = 4; E = 7; F = nt; G = -10; H = -9

SMILES: CC(C)Cc1ccc(S(=O)(=O)N2CCN(C(=O)c3ccco3)CC2)cc1
  A = nt; B = nt; C = -3; D = -1; E = -9; F = -12; G = nt; H = nt

SMILES: C[C@@H]1CN([C@H](C)CO)C(=O)c2cc(NC(=O)c3ccncc3)ccc2O[C@H]1CN(C)S(=O)(=O)c1ccc(F)cc1
  A = -2; B = 7; C = 1; D = 1[16.7 µM]; E = -16; F = -6; G = 4; H = 1

SMILES: CN1CCN(C(=O)C[C@@H]2CC[C@@H]3[C@@H](COc4ccc(NC(=O)C5CCCCC5)cc4C(=O)N3C)O2)CC1
  A = 0; B = -5; C = -5; D = -4[16.7 µM]; E = 3; F = 5; G = -7; H = 0

SMILES: COCCn1c(NC(=S)NC(=O)C23CC4CC(CC(C4)C2)C3)cc(=O)[nH]c1=O
  A = 4; B = -4; C = nt; D = nt; E = -6; F = -1; G = 4; H = 1

SMILES: Cc1ccccc1S(=O)(=O)NCC[C@@H]1CC[C@@H](NC(=O)C2CCCCC2)[C@H](CO)O1
  A = 4; B = -24; C = 3; D = nt; E = 9; F = 3; G = 5; H = 0

SMILES: O=C(O)c1cn(-c2ccc(F)cc2)c2cc(N3CCNCC3)c(F)cc2c1=O
  A = -9; B = 4; C = 2; D = -3; E = -11; F = 18; G = -1; H = -5
